Bioassay records: PubChem BioAssay, Small Molecule Screening Facility, UW Madison
SSB-PriA inh – inhibitors of Klebsiella pneumoniae PriA binding to SSB C-terminal tail. AlphaScreen SSBct-PriA binding, biotinylated peptide. inhibition, % at 33 µM. 430,000 compounds, 0.6% hits; in the data active = inhibition mostly above about 37%, no sharp cut-off; inactive = mostly below about 20%;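 also: plate controls were negative control peptide for no effect and reference peptide for full effect; strong numbers were not always called active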
* = called active by the depositor; & = joins results of further samples.

SMILES | SSB-PriA inh
O=C(Cc1csc(Nc2ccc(F)cc2)n1)NCC1CCCO1 (stereo not drawn) | -7
C=CCN1C(=O)C(C)(C)COc2cc(NC(=O)Cc3cccs3)ccc21 | 4
CC(C)N1CCC(CNS(=O)(=O)Cc2ccc(C(F)(F)F)cc2)CC1 | -7
NCCc1nc(-c2ccccn2)n[nH]1 | 93*
O=C(NCc1ccc2c(c1)OCO2)Nc1ccccc1Cc1nc(-c2cnccn2)no1 | 21
Cc1noc(C)c1S(=O)(=O)N1CC(c2nc(-c3ncccn3)no2)C1 | -10
Cn1cnnc1SCc1cc(=O)c(OCC(=O)N2CCCc3ccccc32)co1 | 3
O=C(CSc1ccc(NC(=O)c2cccs2)nn1)c1ccc(Cl)cc1 | -19
CC(CC(=O)NCc1ccco1)=NNC(=O)CC#N | -8
CC(=O)c1ccc(NC(=O)CSc2nc3c(-c4ccccc4)c[nH]c3c(=O)n2C)cc1 | -7
COc1ccc(S(=O)(=O)CCC(=O)Nc2nc3ccc4nc(C)sc4c3s2)cc1 | -4&-3
CCOc1ccc(NC(=O)N2CCN(c3ccc4nnc(C5CC5)n4n3)CC2)cc1 | -8
CCc1ccc2nc(N(CCN3CCOCC3)C(=O)c3cc(C)no3)sc2c1 | -41
Clc1nc2c(Br)cccc2s1 | -3
COc1cc(C=c2sc(=CC(=O)C(C)(C)C)[nH]c2=O)cc(OC)c1OC | 5
Cc1ccc(N=C2C(=S)N(c3ccc(C)cc3)C(=N)N2N=Cc2ccc(Cl)cc2)cc1 | 15
O=C(CC1CSc2nc3c(cnn3-c3cccc(Cl)c3)c(=O)n21)N1CCOCC1 (stereo not drawn) | -8
COc1ccc(S(=O)(=O)N2CCC(C(=O)Nc3cc(C)nn3C)CC2)cc1 | -11&0
CC(=NNC(=O)c1c(Br)c(C)nn1C)c1cccc(NC(=O)C2CCC2)c1 | -5
COc1ccc2nc(-c3ccc(NC(=O)COc4ccccc4)cc3)cn2n1 | -4
CC(C)n1c(=O)oc(=O)c2cc(Br)ccc21 | -1
CN(CCO)c1nc(-c2ccc(Cl)cc2)c2ccccc2n1 | -14
O=C(Cc1csc(NC(=O)c2ccc[nH]c2=O)n1)NC1CC1 | -1
CCOc1cc(C=NNc2nc3ccccc3[nH]2)cc(Br)c1OCC(=O)N(C)C | 6
CCc1cc2c(SCC(=O)Nc3cccc(Cl)c3)ncnc2s1 | -9
CCCCNC(=O)C(=O)NN=Cc1ccc(OCc2ccccc2)cc1 | -19
COc1ccc(-n2nnc(C(=O)OCc3cccc(OC)c3)c2C)cc1 | -9
Fc1cc(F)c2nc(N3CCc4ccccc4C3)sc2c1 | -79&-27
O=S(=O)(NCCC(O)c1ccoc1)c1ccc(C(F)(F)F)cc1 (stereo not drawn) | -9
O=C(Cn1nnc2ccccc21)NCc1cccnc1-c1ccsc1 | -11
CCOc1ccccc1C(=O)NCCC(O)c1ccco1 (stereo not drawn) | 0
C=Cc1ccc(COC(=O)c2nnn(-c3ccc(Cl)cc3)c2C)cc1 | 1
COCCn1c(C)cc(O)c(C(c2ccccn2)N2CCC(C)CC2)c1=O (stereo not drawn) | -10
COc1ccc(S(=O)(=O)NCCCN2CCN(c3ccccc3)CC2)cc1C | 10
CCOc1ccc2nc(NC(=O)c3coc(NC(=O)c4cc(C)on4)n3)sc2c1 | 3
COC(=O)NN=Cc1cccnc1 | -5
O=C(CSc1nc(-c2cccc([N+](=O)[O-])c2)cs1)NCCc1ccccc1 | -7
CC(C)C(=O)Nc1ccc(C(=O)NCCNC(=O)c2ccc(Cl)cc2)cc1 | -11&4
O=C(c1ccc(F)c(F)c1)N1CCN(c2ccc(-c3ccc(F)cc3)nn2)CC1 | -4
CO[C@@H](CNC(=O)C(=O)Nc1cccc(N2CCCCC2=O)c1)c1ccccc1Cl | -10

23 neighbouring compounds out of the list so far, quoted:
SMILES | SSB-PriA inh
O=C(CC1CSc2nc3c(cnn3-c3cccc(Cl)c3)c(=O)n21)N1CCOCC1 (stereo not drawn) | -8
COc1ccc(S(=O)(=O)N2CCC(C(=O)Nc3cc(C)nn3C)CC2)cc1 | -11&0
CC(=NNC(=O)c1c(Br)c(C)nn1C)c1cccc(NC(=O)C2CCC2)c1 | -5
COc1ccc2nc(-c3ccc(NC(=O)COc4ccccc4)cc3)cn2n1 | -4
CC(C)n1c(=O)oc(=O)c2cc(Br)ccc21 | -1
CN(CCO)c1nc(-c2ccc(Cl)cc2)c2ccccc2n1 | -14
O=C(Cc1csc(NC(=O)c2ccc[nH]c2=O)n1)NC1CC1 | -1
CCOc1cc(C=NNc2nc3ccccc3[nH]2)cc(Br)c1OCC(=O)N(C)C | 6
CCc1cc2c(SCC(=O)Nc3cccc(Cl)c3)ncnc2s1 | -9
CCCCNC(=O)C(=O)NN=Cc1ccc(OCc2ccccc2)cc1 | -19
COc1ccc(-n2nnc(C(=O)OCc3cccc(OC)c3)c2C)cc1 | -9
Fc1cc(F)c2nc(N3CCc4ccccc4C3)sc2c1 | -79&-27
O=S(=O)(NCCC(O)c1ccoc1)c1ccc(C(F)(F)F)cc1 (stereo not drawn) | -9
O=C(Cn1nnc2ccccc21)NCc1cccnc1-c1ccsc1 | -11
CCOc1ccccc1C(=O)NCCC(O)c1ccco1 (stereo not drawn) | 0
C=Cc1ccc(COC(=O)c2nnn(-c3ccc(Cl)cc3)c2C)cc1 | 1
COCCn1c(C)cc(O)c(C(c2ccccn2)N2CCC(C)CC2)c1=O (stereo not drawn) | -10
COc1ccc(S(=O)(=O)NCCCN2CCN(c3ccccc3)CC2)cc1C | 10
CCOc1ccc2nc(NC(=O)c3coc(NC(=O)c4cc(C)on4)n3)sc2c1 | 3
COC(=O)NN=Cc1cccnc1 | -5
O=C(CSc1nc(-c2cccc([N+](=O)[O-])c2)cs1)NCCc1ccccc1 | -7
CC(C)C(=O)Nc1ccc(C(=O)NCCNC(=O)c2ccc(Cl)cc2)cc1 | -11&4
O=C(c1ccc(F)c(F)c1)N1CCN(c2ccc(-c3ccc(F)cc3)nn2)CC1 | -4

Other structures
SMILES | SSB-PriA inh
Cc1noc(C)c1CSc1nc2c(c(-c3ccccc3)c1C#N)C(=O)CC(C)(C)C2 | -9
Cc1ccc(-c2ccc(=O)n(CCCNC(=O)C(C)Oc3ccccc3F)n2)cc1 (stereo not drawn) | -9
CC(=O)Nc1ccc(SCCCC(=O)Nc2ncc([N+](=O)[O-])s2)nn1 | -2
O=C(NCC1(c2cccs2)CCCC1)c1cc2ccccc2oc1=O | -16
COc1ccc(C[C@](C)(O)CNC(=O)N2CCNC2=O)cc1 | -15
Cc1cc(=O)[nH]c(-n2nc(C)c(CCC(=O)Nc3ncccc3C)c2C)n1 | -2
COC(=O)C1CC(Oc2ccccc2F)CN1S(=O)(=O)c1cccs1 (stereo not drawn) | 1
COc1ccc(OC)c(-c2ccc(=O)n(Cc3ccc([N+](=O)[O-])cc3)n2)c1 | 27
COc1ccc(-c2cc(N3CCC(C(=O)Nc4ccc(C)c(F)c4)CC3)ncn2)cc1 | -8
O=C(NCc1c(-c2ccc(F)cc2)nc2n1CCS2)c1ccc(Br)cc1 | 4
CCCC1SC(=NN=Cc2ccc(C)cc2)N(Cc2ccc(OC)cc2)C1=O (stereo not drawn) | 4
O=C(NCc1ccnc(-c2ccsc2)c1)NCc1cccs1 | -5
O=C1CNc2cc(C(=O)O)ccc2N1 | -12&5
Cc1nccn1CCNC(=O)c1c[nH]c(=O)n(Cc2ccc3c(c2)OCO3)c1=O | -3
COc1ccc(C(=O)N2CCN(c3ccc(-c4noc(C5CC5)n4)cn3)CC2)cc1OC | 2
O=C(CCCSCc1ccccc1)Nc1nc2c(s1)COc1ccccc1-2 | 17
CC(O)CN1CCNCC1 (stereo not drawn) | -7
Cc1ccc(CSC2=NCCN2C(=O)c2cccs2)cc1 | -2
Cc1ccc(C(=O)COC(=O)c2sc(-c3ccccc3)nc2C)cc1 | -12&-3
CCOC(=O)c1ccc(NC(=O)C2CN(C(=O)c3ccc4c(c3)OCO4)C2)cc1 | -5
COc1ccc(CNC(=O)NCCn2nc(C3CC3)cc2C2CC2)cc1 | -8
Cc1ccc(C)c(CN2C(=O)N(Cc3ccc(F)cc3)S(=O)(=O)c3ccccc32)c1 | -12
COc1cc(OC)c(NC(=O)Cn2cnc3c(-c4ccccc4)csc3c2=O)cc1Cl | -5
CCC(=O)N1N=C(c2ccc(NS(C)(=O)=O)cc2)C[C@H]1c1ccc2nccnc2c1 | 5
COCCNC(=O)C(=O)NCCc1ccc(N2CCCC2)cc1 | -2
O=C(c1cc2ccccc2s1)N1CCc2nc3ccc(F)cn3c(=O)c2C1 | -17
CSc1ccc(Cc2nnc(NC(=O)/C=C/c3cccs3)o2)cc1 | -7
CCOC(=O)N1CCc2c(sc(NC(=O)c3ccccc3F)c2C(N)=O)C1 | -16
O=S(=O)(c1cccc(C(F)(F)F)c1)N1Cc2cncnc2C1 | -12
COc1ccc(Br)c(C(=O)NCc2cncc(-c3cccs3)c2)c1 | -4
O=C(Nc1nc(CC(=O)N2CCN(C(=O)c3ccco3)CC2)cs1)c1ccc(=O)[nH]c1 | -7
Cn1nnc2c(NCc3ccc(Cl)cc3)ncnc21 | 5
O=C(/C=C/c1ccc(Br)o1)/C=C/c1ccc(Br)o1 | 39*
CC(=NOC(=O)c1c(-c2c(Cl)cccc2Cl)noc1C)c1cnccn1 | -6
CCCS(=O)(=O)NC1CC(=O)N(c2ccc3c(c2)OCCO3)C1 (stereo not drawn) | -11
C=c1c(=C2NNC(=Nc3ccc(C(=O)OCC)cc3)S2)sc2nc3n(c(=O)c12)CCC3 | -20&-7
COc1cc(C(=O)N2CCOC(c3ccccc3)C2)cc(OC)c1OC (stereo not drawn) | -3
C#CCn1c(=NC(=O)c2ccc(C#N)cc2)sc2cccc(F)c21 | 8
COc1ccc(-c2nn(-c3ccccc3)cc2C=NNc2cccc(C(=O)O)c2)cc1 | -5
Cn1c(-c2ccc(Cl)cc2)cnc1SCC(=O)NCc1ccco1 | -11
COCC(=O)N1CCCc2ccc(NS(=O)(=O)c3ccc(F)cc3C)cc21 | 2
Cc1ccc(S(=O)(=O)N2CCCc3cc(NS(=O)(=O)c4ccc5c(c4)CCCC5)ccc32)cc1 | 3
CCCc1c(C(=O)Nc2nccs2)nnn1-c1ccc(OC)cc1 | -10
CCCS(=O)(=O)NCCn1ncc2c(NCCc3ccccc3)ncnc21 | -21
CCOC(=O)c1c(N=Cc2cc([N+](=O)[O-])ccc2O)sc(C)c1C | -7
O=C(CNS(=O)(=O)Cc1ccccc1Cl)N1CCO[C@H](c2ccccc2)C1 | -2
Cc1ccc(-c2ccc(CCC(=O)Nc3ccc(S(N)(=O)=O)cc3)o2)cc1 | 5
CS(=O)(=O)c1ccccc1-c1nnc(NC(=O)c2ccc3c(c2)OCCO3)o1 | -24
Cc1ccc(S(=O)(=O)N=C(Nc2nc(C)cs2)c2ccccc2)cc1 | -4
O=C(c1cc2occc2[nH]1)N1CCN(C/C=C/c2ccccc2)CC1 | 14
CC(C)CC(=O)NCCn1ncc2c(N3CCN(Cc4ccccc4)CC3)ncnc21 | 0
O=C(O)CCc1csc(NC(=O)Nc2ccccc2)n1 | -15&25
NC(=NOC(=O)c1ccc(Br)o1)c1ccccn1 | -6
Cc1ccc(S(=O)(=O)n2ccn(CC(=O)NCCc3ccccc3)c2=O)cc1 | -9
COc1cccc(CSc2nccn(-c3ccc(F)cc3)c2=O)c1 | -19
O=C(c1ccccc1SC(F)F)N1CCC[C@H](Cc2nc(-c3ccccc3F)no2)C1 | -9
CC(C)(C)n1ncc2c(=O)n(CCC(=O)N3CCc4ccccc4C3)cnc21 | -1
O=C(CSc1nccn2nc(-c3ccccc3)cc12)Nc1ccccc1 | -1
COc1nn(C)cc1C(=O)NCc1cccs1 | 3
CCc1nnc(NS(=O)(=O)c2ccc(NC(=O)c3ccc4c(c3)OCCO4)cc2)s1 | 16
(list continues)
SMILES | SSB-PriA inh
CS(=O)(=O)c1ccccc1-c1nnc(NC(=O)CCSc2ccc(Cl)cc2)o1 | 11
COc1cc(Nc2c(C#N)cnc3ccc(Cl)cc23)cc(OC)c1OC | -5
CCOc1cc(-c2nnc(NC(=O)c3ccc(C(C)(C)C)cc3)o2)cc(OCC)c1OCC | -13
COc1ccc(C(=O)NCC(O)c2cn(C)c3ccccc23)c(OC)c1OC (stereo not drawn) | -1
COC1(CNC(=O)C2CC2)CCSC1 (stereo not drawn) | -9
Cc1c(C(=O)N2CC(N3C(=O)C4CC=CCC4C3=O)C2)cnn1-c1ccccc1 (stereo not drawn) | -14
CC(=NNC(=O)c1ccn(C)n1)c1ccc(NC(=O)c2cccc(F)c2)cc1 | -6
Cn1cccc(C(=O)N2CCO[C@H](c3cc(Cl)cc(Cl)c3)C2)c1=O | -9
Cc1ccc(NC(=O)CCc2csc(NC(=O)NC3CCCCC3)n2)c(C)c1 | -10
O=C(NCc1cncc(-c2cccs2)c1)[C@@H]1CC=CCC1 | -12
c1c2c(cc3sc(Nc4nc5c(s4)CCCC5)nc13)OCO2 | -11
O=C(Nc1cnc(Oc2ccccc2)nc1)C1CCCC1 | -6
CN(C)c1ccc(NC(=NS(=O)(=O)c2cccs2)c2ccccc2)cc1 | 46
Cc1noc(C)c1Cn1cccc(-c2nc(-c3ccncc3)no2)c1=O | -5
COc1ccc(NC(=O)c2cn(CC(C)C)nc2OCC(C)C)c(OC)c1 | 1
CCCc1nnsc1C(=O)NCc1cc(-c2ccncc2)n(C)n1 | -3
O=S(=O)(N=CN1CCOCC1)c1ccc(Cl)cc1 | -7
Cc1cc(=O)[nH]c(N=C(N)Nc2ccc3c(c2)OCCO3)n1 | -15
O=c1cccnn1CCNS(=O)(=O)c1ccccc1F | -9
Cc1ccccc1S(=O)(=O)N=C(c1ccccc1)N1CCOCC1 | -8
COc1cc(CSc2nnc(-c3cn(C)nc3OC)n2C)cc(OC)c1 | -11
O=C1C2CC=CCC2C(=O)N1C1CN(C(=O)C2(c3ccc(Cl)cc3)CCCC2)C1 (stereo not drawn) | -16
COc1ccc(CCNC(=O)NCCn2cnc(C3CCCC3)cc2=O)cc1 | -10
CN1CCN(C(CNC(=O)C(=O)NCc2ccccc2Cl)c2ccsc2)CC1 (stereo not drawn) | 5
CS(=O)(=O)N1CCC(CNC(=O)C2COc3ccccc3O2)CC1 (stereo not drawn) | -20

Only part of the results is shown; the hit share may differ from the screen's.
